# M17LAP inhibition – P. falciparum M17LAP inhibitors, primary screen, biochemical, fluorogenic H-Leu-NHMec substrate, 1536-well (AID 1619). inhibition, % at 30 µM, or IC50 in µM where a hit was titrated. recombinant M17LAP, H-Leu-NHMec fluorogenic kinetic assay; higher % means a stronger effect. hit rate 0.38% among 220,000. Leucine aminopeptidase (Plasmodium falciparum (isolate 3D7));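 active means compound inhibiting the enzyme by more than half at any dose during confirmatory dose-response retesting; inconclusive means strong single-dose inhibitors picked by rank but not retested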;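 further: plate controls were full reaction with DMSO carrier for no effect and no enzyme background for full effect; strong numbers were not always called active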
# KOR beta-arrestin-1 – KOR agonists, beta-arrestin recruitment, primary screen, cell-based, luminescence, uHTS (AID 1777); KOR beta-arrestin recruitment, luminescence; higher % means a stronger effect; hit rate 0.02% among 280,000; activation, % at 10 µM, or EC50 in µM where a hit was titrated; Kappa-type opioid receptor (Homo sapiens); in the data active means activation above about 50%, passing the limit was not always enough; further: a part of the inactive calls stands beside numbers as strong as those of hits
# NOD1 NF-kB reporter – NOD1 signaling inhibitors, primary screen, cell-based, luminescence, uHTS (AID 1578) | NOD1-driven NF-kB luciferase reporter cells, luminescence; higher % means a stronger effect | inhibition, % at 4 µM, or EC50 in µM where a hit was titrated | hit rate 1% among 290,000; in the data active means inhibition mostly above about 36%, no sharp cut-off; inactive means mostly below about 34%;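 further: HEK-293T reporter cells stimulated with the NOD1 agonist gamma-tri-DAP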
# P. falciparum M1AAP – P. falciparum M1AAP inhibitors, biochemical, fluorogenic H-Leu-NHMec substrate, 1536-well (AID 1445); inhibition, % at 30 µM; hits with a dose series show IC50 in µM; hit rate 0.42% among 220,000; Aminopeptidase N (Plasmodium falciparum (isolate 3D7)); recombinant M1AAP, H-Leu-NHMec fluorogenic kinetic assay; higher % means a stronger effect;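 active means primary inhibition above the hit cutoff, then over 50% inhibition at one or more dose response concentrations, cut at about 23% in these data, passing the limit was not always enough; inconclusive means conflicting primary data, or primary hits not chosen for dose response; inactive means low primary inhibition, or under 50% at every dose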;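 further: plate controls were DMSO full reaction for no effect and no enzyme background for full effect; strong numbers were not always called active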
# GPR55 beta-arrestin – GPR55 agonists via beta-arrestin recruitment, primary screen, imaging, U2OS cells, beta-arrestin-GFP redistribution (AID 1961) | hit rate 0.048% among 290,000 | one-dose activation, % at 10 µM; EC50 in µM for titrated hits | U2OS GPR55 beta-arrestin-GFP redistribution imaging; higher % means a stronger effect;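 active means activation above 40% with more than 50 cells counted in the well; inconclusive means wells holding fewer than 50 cells, flagged as toxic or sparse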;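 further: U2OS osteosarcoma cells stably expressing GPR55 and beta-arrestin-GFP; plate controls were DMSO negative control for no effect and LPI positive control for full effect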
# KOR beta-arrestin-2 – KOR antagonists, beta-arrestin recruitment, cell-based, luminescence, uHTS (AID 1778) | Kappa-type opioid receptor (Homo sapiens) | hit rate 0.091% among 290,000 | inhibition, % at 10 µM, or IC50 in µM where a hit was titrated | KOR beta-arrestin recruitment, luminescence, antagonist mode; higher % means a stronger effect; further: strong numbers were not always called active
# AID2073 – inhibitors of Mint1-CaV2.2 protein interaction, biochemical, HTRF (AID 2073); one-dose inhibition, % at 20 µM; IC50 in µM for titrated hits; HTRF protein-protein interaction, Mint1-CaV2.2; higher % means a stronger effect; hit rate 0.19% among 290,000; Voltage-dependent N-type calcium channel subunit alpha-1B (Homo sapiens); in the data active means inhibition mostly above about 51%, no sharp cut-off; inconclusive means no clear call, values can overlap the other calls; inactive means mostly below about 53%; further: some results filed as inactive read as strong as hits
# Dynein transport – inhibitors of GR-EGFP nuclear translocation, primary screen, dynein cargo transport inhibitor project, imaging, high-content, 3617.4 mouse cells | test concentration mostly 20 µM; stimulated with dexamethasone, 1 µM; active compounds read low | z-score, hits read low | hit rate 0.47% among 220,000;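 active means plate z-score of nuclear minus cytoplasmic receptor signal below a set negative limit, without overly bright fluorescence or cell loss, cut at about -3.5 in these data, passing the limit was not always enough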;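 further: z-score of nuclear minus cytoplasmic ring GR-EGFP intensity difference per well; some compounds called inactive have numbers as strong as hits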
#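 Buffer or medium – tet-free medium with charcoal-stripped serum · Signal – automated 10x imaging of fixed Hoechst-stained cells · Also added – dexamethasone agonist, 1.0 µM final, for 30 min · Incubation – induction 48 h, compound 1 h, agonist 30 min · Read-out – GR-EGFP nuclear translocation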
# NOD2 inhibition – NOD2 signaling inhibitors, cell-based, luminescence, uHTS, HEK293 (AID 1566) | hit rate 0.63% among 290,000 | HEK293 NOD2/NF-kB luciferase reporter, luminescence; higher % means a stronger effect | one-dose inhibition, % at 4 µM; EC50 in µM for titrated hits; further: many of its hits are not listed in these tables
# Dynein transport cytoplasmic EGFP – second read-out of Dynein transport, no call of its own (marks repeat the call); z-score; measured here: cytoplasmic GR-EGFP intensity; active compounds read high
# Dynein transport nuclear GR-EGFP – further read-out of Dynein transport, marked with its call; z-score; measured here: nuclear GR-EGFP intensity;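 lower value marks the stronger effect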
# Dynein transport cell count – further read-out of Dynein transport, marked with its call; z-score; measured here: cell count per field
# Active calls of the source: *; ? = inconclusive; nt = not tested or not shown; [ ] = dose if it differs, or a comment. Unless noted, no stated cut-off is given here; in the data, active means inhibition above about 50%; inactive means the rest. These rows are one share of the data (hit frequency here may not be typical).
SMILES,M17LAP inhibition,KOR beta-arrestin-1,NOD1 NF-kB reporter,P. falciparum M1AAP,GPR55 beta-arrestin,KOR beta-arrestin-2,AID2073,Dynein transport,Dynein transport cytoplasmic EGFP,Dynein transport nuclear GR-EGFP,Dynein transport cell count,NOD2 inhibition
COc1cc(NC(=S)NCCc2ccc(S(N)(=O)=O)cc2)c(OC)cc1Cl,-1%,-2.9%,15%,0%,0.1%,-2%,-16%,1,-0.19,0.83,-1.6,12%
CCC1=C(OC(=O)N(CC)CC)N2C(=O)OC(=NCc3ccccc3)[C@]2(C)[C@H]2C1=CC[C@H]1C(=O)N(CC)C(=O)[C@H]12,1%,0.1%,2%,12%,-0.1%,-11%,5%,-0.42,-0.76,-0.25,0.47,13%
Cc1nc(N/N=C/c2ccc(O)cc2O)cc(N2CCOCC2)n1,nt,-2.9%,-4%,nt,-0.3%,-35%[20 µM],10%,nt,nt,nt,nt,-150%
NC(=O)NC(=O)COC(=O)CNS(=O)(=O)c1ccc(F)c(F)c1F,-2%,2.2%,4%,-2%,0.1%,26%,-2%,2.2,-0.23,1,-0.74,22%
CC(CCc1ccccc1)NC(=O)c1ccccc1C(=O)O (centres undefined),nt,-1.8%,-12%,nt,-0.3%,-10%,8%,nt,nt,nt,nt,-9%
CCc1ccc(S(=O)(=O)NC(CC(=O)O)c2ccccc2)cc1 (centres undefined),-2%,-5.7%,-10%,8%,0.4%,-7%,2%,-0.016,0.28,0.55,-0.14,3%
O=C(N/N=C/c1ccccc1)c1cc(-c2ccc3c(c2)OCO3)n[nH]1,8%,-2.8%,10%,-3%,-0.1%,31%,3%,0.72,-0.21,0.3,-1.1,-18%
CC1CCN(S(=O)(=O)c2ccc(C(=O)Nc3nnc(-c4ccco4)o3)cc2)CC1,nt,5.6%,-2%,nt,-0.1%,-15%,13%,nt,nt,nt,nt,24%
COc1ccc(N(CC(=O)NCc2ccc3c(c2)OCO3)S(=O)(=O)c2c(C)nn(C)c2C)cc1,-4%,1.0%,-18%,9%,-0.1%,-7%,-3%,-0.27,-0.12,0.061,-0.98,6%
CCn1cnc2c1c(=O)n(CC(=O)N1CCc3ccccc31)c(=O)n2Cc1ccccc1,-2%,1.0%,-11%,2%,0.3%,19%,3%,-0.77,-0.2,-0.2,0.77,5%
CC1(C)CC(=O)C2=C(C1)NC(=O)CC2c1cc2c(cc1Br)OCO2 (centres undefined),-9%,-0.8%,-8%,5%,-0.4%,-6%,-3%,-0.58,-0.11,-0.17,0.71,-5%
CCS(=O)(=O)c1nc(S(=O)(=O)c2ccc(C)cc2)c(NCCCN2CCOCC2)s1,nt,-1.9%,-20%,nt,-0.1%,6%,-7%,nt,nt,nt,nt,15%
COc1ccc(C(=O)Nc2ccccc2C(=O)N(Cc2ccco2)C(C(N)=O)C(C)C)cc1 (centres undefined),10%,-0.5%,3%,-3%,0.0%,12%,12%,-0.071,-0.2,0.78,0.49,8%
CCOC(=O)C(N)CSC1CC(=O)N(c2ccc(OC)cc2)C1=O (centres undefined),nt,0.0%,-38%,nt,0.2%,-4%,3%,nt,nt,nt,nt,-2%
O=S(=O)(Nc1ccc2c(c1)nc1n2CCN(Cc2ccccc2)C1)c1ccc(F)cc1,9%,nt,51%,1%,-0.3%,nt,44%,-2.4,0.26,-1.3,0.073,16%
COc1ccc(CN2CCSCC2)cc1C,-1%,0.5%,9%,2%,-0.1%,25%,18%,1.7,0.18,0.87,-0.033,-1%
Cc1ccccc1CSc1nnc(NC(=O)C2COc3ccccc3O2)s1 (centres undefined),5%,-2.3%,-5%,?,0.3%,4%,-5%,-0.93,0.05,0.25,0.41,18%
COC(=O)c1ccc(C[n+]2ccccc2)cc1,nt,-6.4%,-23%,nt,-0.1%,26%[20 µM],3%,nt,nt,nt,nt,19%
COc1cc(/C=C/C(=O)N2CCN(Cc3ccccc3)CC2)cc(OC)c1OC,nt,-2.6%,-2%,nt,-0.1%,3%,-7%,nt,nt,nt,nt,26%
CCOCCCNC(=O)c1cc(-c2ccc(Br)s2)nc2ccccc12,nt,6.0%,1%,nt,-0.1%,5%,23%,nt,nt,nt,nt,11%
COc1ccc(-c2noc3c2-c2nc(-c4ccccc4F)sc2CC3)cc1,nt,0.2%,9%,nt,-0.2%,-20%[20 µM],-2%,nt,nt,nt,nt,6%
CCN(CCCNS(=O)(=O)c1ccc2c(c1)CCN2C(C)=O)c1cccc(C)c1,1%,-8.1%,21%,2%,-0.2%,15%,-5%,-0.81,-0.16,-0.38,-0.43,-3%
COc1ccc(-c2c(C(F)(F)F)oc3cc(OCC(=O)Nc4ccccc4C(F)(F)F)ccc3c2=O)cc1OC,-5%,5.6%,-25%,0%,0.4%,-4%,-1%,-0.58,-0.16,-0.47,0.14,18%
COCCCNC(=O)Cn1cc(C(C)=O)c2ccccc21,0%,-0.3%,-22%,1%,0.2%,10%,-5%,0.044,-0.25,0.039,0.84,1%
O=C(CN1C(=O)NC2(CCCC2)C1=O)Nc1nc(-c2ccc(F)cc2)cs1,10%,0.8%,1%,-3%,-0.3%,2%,-6%,0.25,-0.18,0.28,-0.35,14%
OCC1CCCN1C(=S)Nc1ccccc1 (centres undefined),7%,6.2%,5%,-2%,0.2%,-20%,-29%,-0.56,-0.12,0.041,0.61,6%
CC(C)(C)OC(=O)N1CCNc2ccccc2C1,6%,-1.9%,-9%,3%,-0.3%,-6%,1%,0.0053,-0.36,0.057,0.17,-4%
O=C(NCc1nc2ccccc2[nH]1)C1=C[C@@H](c2ccccc2)C[C@@H](OCCCCO)O1,13%,1.1%,2%,3%,0.1%,21%,6%,2.2,-0.2,1.8,-1.6,-5%
Cc1c(C2C(C#N)=C(N)OC3=C2C(=O)CCC3)cnn1C (centres undefined),12%,-0.3%,-6%,7%,-0.2%,-4%,6%,-0.39,0.26,-0.49,0.81,3%
CC(C)CCOP(=O)(c1ccc(N(C)C)cc1)C(O)c1c(Cl)cccc1Cl (centres undefined),nt,-5.9%,-1%,nt,0.0%,0%,9%,nt,nt,nt,nt,11%
O=C(NC12CC3CC(CC(C3)C1)C2)c1ccccc1O,5%,13%,11%,-1%,0.2%,-62%,1%,0.34,-0.19,-0.51,-0.47,1%
CCOC(=O)C(C#N)C(c1cccnc1)c1c(C)[nH][nH]c1=O (centres undefined),22%,-4.3%,-27%,-2%,-0.1%,7%,8%,-0.63,-0.21,-0.11,0.032,3%
Cc1ccc(/C=N/n2c(-c3cccnc3)n[nH]c2=S)s1,10%,0.1%,41%,9%,-0.2%,-26%,-19%,0.34,-0.22,0.23,0.36,6%
COC(=O)c1ccc(NC(=O)COc2ccc3c(c2)OCO3)cc1,nt,-1.2%,-24%,nt,0.4%,-27%,6%,nt,nt,nt,nt,-6%
CC(C(=O)NC1=NCCS1)(C(F)(F)F)C(F)(F)F,6%,-3.0%,-12%,12%,-0.1%,13%,-3%,-0.13,-0.19,0.072,1.2,10%
C/C(=N\NC(=O)C(N)=O)c1cccc([N+](=O)[O-])c1,9%,0.8%,-28%,29%,0.3%,0%,-5%,0.2,1.5,0.83,-0.13,-23%
Cc1oc2cc3oc(=O)c(CC(=O)NCCC(=O)O)c(C)c3cc2c1C,nt,-1.9%,1%,nt,-0.1%,18%,27%,nt,nt,nt,nt,2%
CCCN1CCC(NC(=S)Nc2ccc(OC)c(OC)c2)CC1,-7%,-3.7%,-21%,-3%,1.6%,-9%,-21%,0.2,-0.15,0.16,0.68,22%
CC(C)OC(=O)Cn1nnc(-c2ccccc2)n1,2%,-8.6%,-6%,1%,0.3%,28%,-6%,2.7,0.52,1.9,-2.2,11%
COc1cccc(CNC(=O)C2CCN(S(=O)(=O)c3ccc(C)cc3)CC2)c1,nt,6.7%,-2%,nt,-0.2%,-10%,-7%,nt,nt,nt,nt,-10%
O=C(O)/C=C/C(=O)N(Cc1ccccc1)Cc1ccco1,-2%,-7.4%,-22%,6%,-0.6%,28%,5%,-0.068,-0.25,-0.25,0.26,1%
CC(=O)c1ccc(-c2ccc(C(=O)NC3CCCCCC3)o2)cc1,-63%,-0.2%,-27%,13%,0.3%,-18%,14%,-0.95,-0.18,-0.53,0.5,18%
COc1cc(/C=C/C(=O)O)cc(S(=O)(=O)NCc2ccco2)c1OC,6%,4.6%,-24%,4%,-0.2%,-13%,-2%,-0.62,-0.32,-0.11,1.1,8%
CCCSc1nnc2n(C)c(=O)c3c4c(sc3n12)CCC4,8%,-5.6%,2%,8%,0.2%,-2%,25%,0.42,-0.15,0.83,-0.21,10%

# Arranged by length of the SMILES (largest number first): some entries from above.
SMILES,M17LAP inhibition,KOR beta-arrestin-1,NOD1 NF-kB reporter,P. falciparum M1AAP,GPR55 beta-arrestin,KOR beta-arrestin-2,AID2073,Dynein transport,Dynein transport cytoplasmic EGFP,Dynein transport nuclear GR-EGFP,Dynein transport cell count,NOD2 inhibition
COc1cccc(CNC(=O)C2CCN(S(=O)(=O)c3ccc(C)cc3)CC2)c1,nt,6.7%,-2%,nt,-0.2%,-10%,-7%,nt,nt,nt,nt,-10%
C/C(=N\NC(=O)C(N)=O)c1cccc([N+](=O)[O-])c1,9%,0.8%,-28%,29%,0.3%,0%,-5%,0.2,1.5,0.83,-0.13,-23%
CCCN1CCC(NC(=S)Nc2ccc(OC)c(OC)c2)CC1,-7%,-3.7%,-21%,-3%,1.6%,-9%,-21%,0.2,-0.15,0.16,0.68,22%
CC(C)OC(=O)Cn1nnc(-c2ccccc2)n1,2%,-8.6%,-6%,1%,0.3%,28%,-6%,2.7,0.52,1.9,-2.2,11%
